Screens from PubChem BioAssay.
NPR2 activator = GC-B (human) receptor activation. AID 1920062. 370,000 tested, 0.11% active. HEK293-GC-B cells, CNP EC30, cGMP TR-FRET; 0% at EC30 CNP, 100% saturating CNP. activation, % at 10 µM;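 active means activation at 10 µM reaching about 35% in either raw or pattern-adjusted values, limit read from the data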
rCAG binder = binds r(CAG) RNA repeats | inhibition, % at 3 µM | r(CAG) RNA repeat, TO-PRO-1 dye displacement fluorescence | 370,000 tested, 1.3% active;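 active means inhibition above the plate cutoff, the mean of all test compounds on that plate plus 3 SD, cut at about 35% in these data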;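 further: 0% = DMSO alone and 100% = 100 µM mitoxantrone as full dye displacement; higher means more dye released from RNA so lower well fluorescence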
ARFGAP1 inhibitor = inhibitors of rat ARFGAP1 | Arfgap1-stimulated ARF1 GTP hydrolysis, GDP FP detection | AID 651572 | inhibition, % at 16.5 µM | 360,000 tested, 0.26% active;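 active means inhibition above a per-plate limit, mean inhibition of low control wells plus 3 SD, cut at about 25% in these data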;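 further: 0% = DMSO wells with enzyme and 100% = wells lacking Arfgap1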
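Replicates: Single well per compound | Assay system: Truncated rat Arfgap1 GAP domain | Control set: No-Arfgap1 wells (100%) versus DMSO full-reaction wells (0%) | Times: Enzyme reaction 120 min at 25 °C after 20 min preincubation | Reagent: Human ARF1(Δ1-17)-GTP substrate | Measured by: Tracer-displacement fluorescence polarization with EDTA stop, 620/688 nm | Measure: Percent inhibition of Arfgap1-stimulated GTP hydrolysis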
PG9 binder = binds the HIV-1 gp120 antibody PG9. TR-FRET gp120-PG9 antibody binding. inhibition, % at 6.7 µM. 360,000 tested, 0.43% active. AID 624416; in the data active means inhibition above about 8.5%
HTRA1 inh = blocks human HTRA1 serine peptidase | recombinant HTRA1, FP-rhodamine activity-based probe, fluorescence polarization | inhibition, % at 5.96 µM | 340,000 tested, 0.5% active; in the data active means inhibition above about 36%;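 further: 0% = enzyme with DMSO and 100% = wells lacking enzyme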
ASAP1 inh = inhibitors of human ASAP1 ArfGAP activity; Q9ULH1; 360,000 tested, 0.19% active; ASAP1-stimulated ARF1 GTP hydrolysis, GDP FP detection; inhibition, % at 16.5 µM; in the data active means inhibition above about 25%;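 further: 0% = vehicle with enzyme and substrate and 100% = no enzyme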
SMARCA2 act = increases SMARCA2 function in MMTV reporter cells; activation, % at 9.1 µM; AID 652017; 370,000 tested, 1% active; MG213 cells, MMTV-luciferase reporter, dexamethasone, overnight; in the data active means activation above about 7.8%;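 further: 0% = vehicle wells and 100% = reference activator wells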
Rev-erbA mod = modulates human Rev-erb alpha binding to DNA; activity, % at 10 µM; 370,000 tested, 0.79% active; AID 1259318; P20393; Rev-erbα–FITC-DNA binding, fluorescence polarization, 90 min;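 active means activity above about 14%, limit read from the data; passing the limit was not always enough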;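 further: 0% = DMSO wells with 35 nM protein and 100% = DMSO wells with 750 nM protein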
GC-A act = GC-A (human) enzyme activation; 370,000 tested, 0.14% active; HEK293 GC-A cells, cGMP TR-FRET, EC30 ANP; 0% at EC30 ANP, 100% saturating ANP; activation, % at 10 µM; P16066; in the data active means activation above about 40%
Target sequence (P16066 whole entry, looked up): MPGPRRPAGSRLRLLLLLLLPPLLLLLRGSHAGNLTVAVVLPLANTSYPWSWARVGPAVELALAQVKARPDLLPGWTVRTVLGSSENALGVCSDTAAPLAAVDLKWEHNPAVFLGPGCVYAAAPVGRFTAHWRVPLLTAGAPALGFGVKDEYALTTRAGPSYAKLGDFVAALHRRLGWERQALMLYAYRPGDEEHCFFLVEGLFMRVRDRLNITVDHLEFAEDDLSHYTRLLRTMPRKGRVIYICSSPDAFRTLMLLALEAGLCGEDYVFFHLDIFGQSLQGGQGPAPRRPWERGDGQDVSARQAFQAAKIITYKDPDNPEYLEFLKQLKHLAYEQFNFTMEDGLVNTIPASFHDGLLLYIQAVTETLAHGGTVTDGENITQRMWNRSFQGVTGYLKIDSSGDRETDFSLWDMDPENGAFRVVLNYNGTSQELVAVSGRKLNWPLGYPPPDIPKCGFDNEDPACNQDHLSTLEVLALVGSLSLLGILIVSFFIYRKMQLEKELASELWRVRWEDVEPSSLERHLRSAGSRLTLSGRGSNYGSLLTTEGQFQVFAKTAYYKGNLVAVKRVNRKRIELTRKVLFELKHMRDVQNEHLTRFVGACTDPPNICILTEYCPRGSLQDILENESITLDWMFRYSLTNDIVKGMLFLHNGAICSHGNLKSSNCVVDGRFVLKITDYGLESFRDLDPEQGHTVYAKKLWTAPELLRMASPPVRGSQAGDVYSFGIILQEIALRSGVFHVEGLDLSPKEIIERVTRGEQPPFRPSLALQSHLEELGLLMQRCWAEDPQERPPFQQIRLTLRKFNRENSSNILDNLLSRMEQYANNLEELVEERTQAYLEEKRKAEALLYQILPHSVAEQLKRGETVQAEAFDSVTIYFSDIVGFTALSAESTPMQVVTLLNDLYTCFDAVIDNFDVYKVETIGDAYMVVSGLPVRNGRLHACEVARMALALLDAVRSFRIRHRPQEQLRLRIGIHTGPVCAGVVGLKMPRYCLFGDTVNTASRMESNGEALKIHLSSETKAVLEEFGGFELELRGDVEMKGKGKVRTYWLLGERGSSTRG
ABHD4 inh = inhibitors of mouse ABHD4; Q8VD66; inhibition, % at 8.92 µM; purified mABHD4, FP-Rh probe fluorescence polarization; 370,000 tested, 0.54% active;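 active means inhibition exceeding the mean over every tested compound plus 3 SD, cut at about 30% in these data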;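 further: 0% = plate median of compound wells and 100% = S159A mutant with DMSO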
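Test system: mABHD4 protein | Buffer or medium: HEPES pH 7.0 buffer, 150 mM NaCl, 0.01% Pluronic F-127 | Probe or stimulus: FP-Rh fluorescent activity-based probe, added after compound pre-incubation | Timing: Pre-incubation 45 min, probe exposure 60 min, at 25 °C | Technique: Fluorescence polarization, excitation 525 nm, emission 598 nm, BODIPY TMR filters | Repeats: Single well per compound (singlicate)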
An asterisk follows results filed as active; · = not tested or not shown; & = joins results of further samples.

SMILES	NPR2 activator	rCAG binder	ARFGAP1 inhibitor	PG9 binder	HTRA1 inh	ASAP1 inh	SMARCA2 act	Rev-erbA mod	GC-A act	ABHD4 inh
CC1=NN(C(=O)c2ccc(Cn3nc(C)c(Br)c3C)cc2)C(O)(C(F)(F)F)C1 (stereo unspecified)	-2	-2	5	1.9	-8	9	-2	1	1	7
C#CCOCCOCCOCCNc1nc(N2CCN(C(=O)[C@H]([C@@H](C)CC)n3cc([C@@H](N)CC(C)C)nn3)CC2)nc(N2CCN(C(=O)[C@H](Cc3ccc(O)cc3)n3cc([C@@H](N)CC(C)C)nn3)CC2)n1	12	1	6	-0.1	·	-2	0	-4	3	1
C=CCn1c(COc2ccccc2)nnc1SCC(=O)Nc1ccc(S(=O)(=O)Nc2cc(C)nc(C)n2)cc1	1	29	·	·	·	·	-2	6	3	4
CN1CCN(Cc2nc3ccccc3n2C)CC1CCO (stereo unspecified)	-4	-1	11	0.1	10	6	-1	-2	-3	2
CC(=O)Nc1cccc(NC(=O)CCc2ccccc2)c1	2	-2	6	0.1	-9	-5	1	-3	-3	2
CC(=O)Nc1c(N)c2ccccc2oc1=O	0	3	-9	1.0	3	4	-3	-4	0	2
C[C@@H]1CCCCO[C@H](CN(C)C(=O)Cc2ccccc2)[C@@H](C)CN([C@H](C)CO)C(=O)c2cc(NC(=O)Nc3ccccc3)ccc2O1	7	16	-5	-1.2	-9	4	-2	1	0	-4
CC1C2C(C)N(C)C(=O)N(C)C2N(C)C(=O)N1C (stereo unspecified)	8	-15	2	0.4	-6	-8	0	-2	3	-1
O=C1NC(c2ccccc2)=C(c2nc3ccccc3s2)C(c2ccccc2)N1 (stereo unspecified)	-14	0	-3	-0.5	-48	-6	-4	5	-33	-9
CCCOC(=O)c1ccc(NC(=O)CSC2=Nc3ccccc3C3CC=NN23)cc1 (stereo unspecified)	-1	5	-4	-0.1	-11	-2	-5	13	3	-9
COCCn1c(SCC(=O)N2CCOCC2)nnc1-c1ccncc1	-3	1	-4	2.0	10	-8	2	-1	4	3
Cc1cccc(N2CC(C(=O)OCc3ccc([N+](=O)[O-])cc3)CC2=O)c1 (stereo unspecified)	1	-3	-10	0.0	-2	-2	-2	1	-1	0
COc1nnc(-c2ccc(C)c(S(=O)(=O)N(C)C)c2)c2ccccc12	1	4	-3	-0.6	2	-16	-1	-1	2	5
COc1ccc(C(CNC(=O)Cn2c(=O)oc3ccccc32)N(C)C)cc1 (stereo unspecified)	11	-2	4	-2.5	4	-11	-1	0	1	-3
COCCNC(=O)c1c[nH]c2ccc(S(=O)(=O)Nc3ccc(F)cc3F)cc2c1=O	3	9	-6	9.3*	8	4	-3	-7	1	6
Cc1cccc(/C=N/NC(=O)Cn2nnnc2N)n1	1	-1	5	0.8	7	0	0	2	-2	2
COc1ccc(C(C(=O)NC2CCCC2)N(C(=O)c2ccco2)c2ccc3c(c2)OCO3)cc1OC (stereo unspecified)	-5	-2	-8	1.1	5	9	0	2	-4	2
CC(=O)Nc1ccc(Nc2nc(C)cc(C)n2)cc1	2	-2	-7	-0.5	2	1	-3	2	2	1
Cc1ccc(-n2[nH]c(C)c(/C=N/c3cccc(C)n3)c2=O)cc1	2	-4	4	-0.5	0	-8	1	-4	1	10
O=C(Nc1cccc(S(=O)(=O)NC2=NCCCCC2)c1)c1cc(-c2ccco2)nc2ccccc12	-8	35*	-4	-1.0	-13	3	-4	-28	-3	-12

The final 5 entries of the part above open the next one:
SMILES	NPR2 activator	rCAG binder	ARFGAP1 inhibitor	PG9 binder	HTRA1 inh	ASAP1 inh	SMARCA2 act	Rev-erbA mod	GC-A act	ABHD4 inh
Cc1cccc(/C=N/NC(=O)Cn2nnnc2N)n1	1	-1	5	0.8	7	0	0	2	-2	2
COc1ccc(C(C(=O)NC2CCCC2)N(C(=O)c2ccco2)c2ccc3c(c2)OCO3)cc1OC (stereo unspecified)	-5	-2	-8	1.1	5	9	0	2	-4	2
CC(=O)Nc1ccc(Nc2nc(C)cc(C)n2)cc1	2	-2	-7	-0.5	2	1	-3	2	2	1
Cc1ccc(-n2[nH]c(C)c(/C=N/c3cccc(C)n3)c2=O)cc1	2	-4	4	-0.5	0	-8	1	-4	1	10
O=C(Nc1cccc(S(=O)(=O)NC2=NCCCCC2)c1)c1cc(-c2ccco2)nc2ccccc12	-8	35*	-4	-1.0	-13	3	-4	-28	-3	-12
N#Cc1c2c(c(Nc3ccc(F)cc3)n3c1nc1ccccc13)CCCC2	12	3	-5	-0.2	-16	21	4	-1	44*	3
Clc1ccc2nsnc2c1NC1=NCCN1	2&-7	4&0	4&5	-2.5&-1.2	9&2	3&22	-1&-4	1&5	0&7	-2&7
COc1ccc(OCC(O)CNC(=O)c2sccc2Cl)cc1 (stereo unspecified)	-4	-4	-1	-1.6	3	6	-1	0	2	-2
Cc1ccc(-n2nc(C)c3c2OC(N)=C(C#N)C3c2ccc(F)cc2)cc1 (stereo unspecified)	1	14	-6	-3.2	24	8	-1	2	1	37*
COc1ccc(NC(=O)CC2SC(=Nc3ccccc3)NC2=O)cc1 (stereo unspecified)	-5	-4	3	-0.7	-5	7	-2	2	0	4
CCOCc1c(C(=O)NC2=Nc3ccccc3NC(CC)=C2C(=O)OCC)oc2ccccc12	-11	-4	-2	-1.6	-32	-2	-1	-6	-40	-15
Cc1ccc(NCCC(=O)c2ccc(Cl)c(Cl)c2)cc1	-1	4	0	-2.6	-14	14	-1	0	4	0
CC(C)C[C@@H](CC#N)N1CCN(CCc2ccccc2)CCC1=O	4	-5	11	-0.8	4	-10	-1	-1	1	-6
O=C(Nc1ccc(OC(F)(F)F)cc1)c1ccccc1-n1cnnn1	5	1	1	-0.2	-7	-14	1	-2	1	-7
CCOC(=O)c1c(C)[nH]c(C(=O)OCC(=O)c2ccccc2)c1C	2	-4	-2	-1.6	-21	-3	5	-2	1	-19
CCCCOc1ccc(S(=O)(=O)n2c(C)nc3ccccc32)cc1	4	1	6	-1.3	1	-2	-4	2	4	-1
COc1ccccc1N(C)S(=O)(=O)c1ccc(C)c(C(=O)NCc2ccccn2)c1	0	3	5	-1.2	4	0	-1	-5	1	-6
COc1ccc(Cn2nnnc2C(c2cc3cccc(C)c3[nH]c2=O)N2CCN(C)CC2)cc1 (stereo unspecified)	2	-6	5	-1.4	1	0	-2	-6	3	-2
COc1ccc(-c2nnc3ccc(SC)nn23)cc1	-2	4	-12	-1.2	1	-4	0	0	9	1
COc1ccc(N2CCN(C(=O)c3ccc(S(=O)(=O)N4CCOCC4)cc3)CC2)cc1	0	-4	-1	-1.0	-1	-3	-4	-1	5	2
O=C(c1ccc(Cl)cc1)N1CCC(O)(CSc2ccccc2)CC1	1	-7	13	-0.8	-3	17	0	-2	0	1
COc1ccc2nc(C)cc(N3CCC(C(N)=O)CC3)c2c1	0	-2	14	-0.1	1	4	5	-1	5	-1
NC(=S)NN=C1CCCCCCCCCC1	5	4	6	2.3	0	-15	-1	-2	-1	-2
Cc1cc(Cl)ccc1NC(=O)CN1C(=O)NC2(CCCC2)C1=O	1	2	0	-1.1	0	2	0	6	2	-4
COc1ccccc1-c1coc2cc(O)cc(O)c2c1=O	9	5	-8	-0.5	1	8	-2	6	0	-3
O=C(Nc1ccc(S(=O)(=O)N2CCCCC2)cc1)c1ccc(CN2CCc3ccccc3C2)cc1	-1	5	-4	1.2	-66	11	-4	-2	-6	-50
O=C(OCc1nnc(-c2ccc(Cl)cc2)o1)c1ccc(O)cc1	4	2	-5	-1.5	-7	1	-2	-3	6	-10
COCCNC(=O)C1Cc2cc(S(=O)(=O)N3CCCC3)ccc2N1C(C)=O (stereo unspecified)	4	0	2	-1.8	0	-7	0	2	2	5

Four entries picked at random from those above:
SMILES	NPR2 activator	rCAG binder	ARFGAP1 inhibitor	PG9 binder	HTRA1 inh	ASAP1 inh	SMARCA2 act	Rev-erbA mod	GC-A act	ABHD4 inh
COc1ccc(N2CCN(C(=O)c3ccc(S(=O)(=O)N4CCOCC4)cc3)CC2)cc1	0	-4	-1	-1.0	-1	-3	-4	-1	5	2
COc1ccc(NC(=O)CC2SC(=Nc3ccccc3)NC2=O)cc1 (stereo unspecified)	-5	-4	3	-0.7	-5	7	-2	2	0	4
COc1nnc(-c2ccc(C)c(S(=O)(=O)N(C)C)c2)c2ccccc12	1	4	-3	-0.6	2	-16	-1	-1	2	5
Cc1ccc(NCCC(=O)c2ccc(Cl)c(Cl)c2)cc1	-1	4	0	-2.6	-14	14	-1	0	4	0
